# Source: PubChem
# S1P3 antag = S1P3 receptor antagonists, primary screen, cell-based; AID 485, 2006; actives 0.27% (n = 170,000); CHO S1P3 NFAT-BLA reporter, FRET fluorescence, antagonist mode; inhibition, % at 4.98 µM; Sphingosine 1-phosphate receptor 3 (Homo sapiens), Q99500;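 active = inhibition above the plate cutoff, the mean inhibition of test wells on that plate plus 3 SD, cut at about 28% in these data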;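 note: cells challenged with S1P at its EC80 of 0.8 µM; blue over green emission ratio from cleaved BLA substrate after 4 h stimulation; 0% = S1P-stimulated wells and 100% = unstimulated DMSO-only wells; some compounds past the cut are filed as inactive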
# Target sequence (Q99500 whole entry, looked up): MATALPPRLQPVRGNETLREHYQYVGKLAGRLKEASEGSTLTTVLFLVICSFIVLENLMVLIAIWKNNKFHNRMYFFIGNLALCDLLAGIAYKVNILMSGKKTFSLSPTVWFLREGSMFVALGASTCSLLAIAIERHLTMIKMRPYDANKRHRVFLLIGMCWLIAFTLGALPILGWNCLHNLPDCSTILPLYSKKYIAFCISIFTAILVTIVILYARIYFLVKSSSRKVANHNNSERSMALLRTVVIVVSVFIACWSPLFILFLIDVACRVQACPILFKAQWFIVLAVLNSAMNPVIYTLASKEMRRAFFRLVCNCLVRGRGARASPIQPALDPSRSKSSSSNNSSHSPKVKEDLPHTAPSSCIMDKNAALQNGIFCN
# Efa HMGR inh = inhibitors of E. faecalis class II HMGR, primary screen, biochemical, Enterococcus faecalis | HMG-CoA reductase (Enterococcus faecalis, mvaE) | purified E. faecalis HMGR, NADPH absorbance 340 nm kinetic | inhibition, % at 10 µM | actives 0.41% (n = 190,000);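 active = inhibition above a set limit, the median over all tested compounds plus 3 SD, cut at about 9.5% in these data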;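 note: enzyme runs in reverse so mevalonate oxidation gives rising NADPH absorbance; 0% = complete reaction with DMSO and 100% = background rate lacking mevalonate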
# Lmaj promast = Leishmania major promastigote growth inhibition, primary screen. Leishmania major promastigotes, resazurin fluorescence viability. inhibition, % at 10 µM. actives 9% (n = 200,000). AID 1063, 2008; in the data active = inhibition above about 50%;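 note: promastigotes grown with compound for 44 hours at 28 °C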
# TNAP inh noacc = human TNAP enzyme inhibitors, primary screen, biochemical, luminescent, no phosphate acceptor, uHTS; purified TNAP, CDP-star luminescence, 30 min; actives 0.26% (n = 200,000); inhibition, % at 20 µM; Alkaline phosphatase, tissue-nonspecific isozyme (Homo sapiens), P05186;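 active = tissue-nonspecific alkaline phosphatase inhibition above about 50% at 20 µM in the single-dose screen, limit read from the data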;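 note: 0% = DMSO negative control and 100% = EDTA positive control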
# Target sequence (P05186 whole entry, looked up): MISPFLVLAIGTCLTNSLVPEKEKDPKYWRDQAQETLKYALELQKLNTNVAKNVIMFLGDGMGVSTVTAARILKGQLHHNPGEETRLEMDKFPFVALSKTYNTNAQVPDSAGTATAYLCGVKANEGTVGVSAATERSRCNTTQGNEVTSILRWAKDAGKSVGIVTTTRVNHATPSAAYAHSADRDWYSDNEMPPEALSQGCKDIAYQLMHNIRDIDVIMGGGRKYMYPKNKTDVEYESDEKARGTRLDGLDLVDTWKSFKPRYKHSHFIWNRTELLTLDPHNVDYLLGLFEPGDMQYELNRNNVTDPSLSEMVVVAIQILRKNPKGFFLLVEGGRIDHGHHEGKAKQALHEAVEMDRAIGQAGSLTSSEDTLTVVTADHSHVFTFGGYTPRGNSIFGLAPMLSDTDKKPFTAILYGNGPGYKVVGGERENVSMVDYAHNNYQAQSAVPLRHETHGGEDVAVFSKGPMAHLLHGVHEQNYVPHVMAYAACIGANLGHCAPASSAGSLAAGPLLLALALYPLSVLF
# Hsp70 activator = Hsp70 transcriptional activators, primary screen, cell-based, HeLa, Hsp70 promoter luciferase, luminescence, 10 µM; actives 0.04% (n = 200,000); HeLa Hsp70 promoter luciferase reporter; scaled: vehicle 0, proteasome-inhibitor control 100%; AID 1203, 2008; activation, % at 10 µM;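 active = activation above the mean across all tested compounds plus 3 SD, cutoff set per campaign, cut at about 5.5% in these data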;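 note: 100% = MG132 at 30 µM as the positive control and 0% = DMSO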
# PMI activator = activators of human PMI, primary screen, biochemical, fluorescence intensity, near-Km mannose 6-phosphate; activation factor at 20 µM; Mannose-6-phosphate isomerase (Homo sapiens), P34949; actives 0.005% (n = 190,000); purified human PMI, coupled resazurin fluorescence, 20 min; hits give high values; 1 = vehicle control, 0 substrate-free wells; AID 1214, 2008;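 active = activation factor of 2 or more at 20 µM, relative to plate controls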
# RAM inhibit = inhibitors of the yeast RAM network, primary screen, dse1pr::URA3 reporter, 5-FOA selection | inhibition, % at 50 µM | S. cerevisiae dse1pr::URA3 reporter, 5-FOA growth OD615, 2 d; analog-sensitive cbk1-as2 kinase mutant strain | actives 1.8% (n = 190,000);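 active = inhibition above a set limit, 3 SD over mean compound inhibition, cut at about 8.4% in these data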;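 note: 0% = DMSO-only wells with no growth and 100% = 10 µM 1-NA-PP1 full growth; inhibition rescues growth on 5-FOA so higher OD means more RAM inhibition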
# TNAP inh hiacc = human TNAP enzyme inhibitors, primary screen, biochemical, luminescent, high phosphate acceptor level, uHTS; Alkaline phosphatase, tissue-nonspecific isozyme (Homo sapiens), P05186; purified TNAP, CDP-star luminescence, 1 M DEA; inhibition, % at 20 µM; actives 0.03% (n = 200,000);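 active = over 50% inhibition of tissue-nonspecific alkaline phosphatase at 20 µM in the single-dose screen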;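 note: plate controls were DMSO wells for no effect and EDTA-quenched wells as full inhibition for full effect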
# Redox H2O2 prof = compounds producing H2O2 with reducing agent – biochemical, NIH compound library profiling, artefact control for MLSCN library redox annotation, primary screen; DTT-dependent redox cycling H2O2, phenol red/HRP absorbance; 100% = 100 µM peroxide control, 0% = buffer; activation, % at 10 µM; actives 0.03% (n = 200,000); AID 878, 2007;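 active = activation of at least 50% relative to the plate's high and low controls in the primary single-dose screen; inactive = activation below 50%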;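 note: compound incubated with DTT at 0.8 mM final as the reducing agent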
# PMI act hi M6P = human PMI activators, high substrate, primary screen, biochemical, fluorescence intensity, near-saturating mannose 6-phosphate; Mannose-6-phosphate isomerase (Homo sapiens), P34949; coupled PMI enzyme assay, resazurin fluorescence, 20 min; hits give high values; 1 = untreated enzyme, 0 = substrate-free blank; activation factor at 20 µM; actives 0.34% (n = 190,000);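 active = activation factor of 2 or more at 20 µM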
#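 Test system: human phosphomannose isomerase with PGI, G6PDH, diaphorase coupling enzymes; Amount: PMI at 15 ng/mL final; Reagent: Mannose-6-phosphate 1.0 mM (near-saturating) plus 0.22 mM NADP+; Timing: 20 min, room temperature; Technique: resorufin fluorescence at Ex 544/Em 590 nm; Dosing: 20 µM single dose.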
# An asterisk follows results filed as active; x = not tested or not shown.
# Start of the data: the first 3 records, to show the layout:
SMILES,S1P3 antag,Efa HMGR inh,Lmaj promast,TNAP inh noacc,Hsp70 activator,PMI activator,RAM inhibit,TNAP inh hiacc,Redox H2O2 prof,PMI act hi M6P
COc1cccc(C(=O)OCC(=O)NC(=O)NC2CCCC2)c1O,-11,-3,13,0,0.4,1.1,1.4,-6,-1.0,1
COC(=O)[C@H](CC(C)C)NC(=O)NCCCc1ccccc1,9,-6,-8,-13,-0.4,1,0.7,-6,0.5,1
O=C(O)/C=C/C(=O)Nc1ccc(OC(F)F)cc1,-10,4,-14,-13,0.2,1.2,2.6,-5,-2.6,1.1

# Results, previewed entries included:
SMILES,S1P3 antag,Efa HMGR inh,Lmaj promast,TNAP inh noacc,Hsp70 activator,PMI activator,RAM inhibit,TNAP inh hiacc,Redox H2O2 prof,PMI act hi M6P
COc1cccc(C(=O)OCC(=O)NC(=O)NC2CCCC2)c1O,-11,-3,13,0,0.4,1.1,1.4,-6,-1.0,1
COC(=O)[C@H](CC(C)C)NC(=O)NCCCc1ccccc1,9,-6,-8,-13,-0.4,1,0.7,-6,0.5,1
O=C(O)/C=C/C(=O)Nc1ccc(OC(F)F)cc1,-10,4,-14,-13,0.2,1.2,2.6,-5,-2.6,1.1
COc1ccc(CCNC(=O)CC2SC(=NCc3ccccc3OC)NC2=O)cc1 (centres undefined),-18,-1,13,-5,-0.1,0.9,8.1,0,-0.9,1
COc1ccc(OC)c(Nc2ncnc3ccccc23)c1,x,-2,40,-1,-0.4,0.9,-0.1,0,-0.2,0.9
Cc1[nH]n(C(N)=S)c(=O)c1C(c1ccccc1)C(C#N)C#N (centres undefined),-12,1,5,-11,-0.3,1,-1.4,1,2.8,1.3
COc1ccccc1N1CCN(C(=O)C(Sc2ccccc2)c2ccccc2)CC1 (centres undefined),x,0,81*,11,-0.4,0.9,1.4,-4,2.4,0.9
CC(Oc1ccccc1)C(=O)Nc1ccc(C(N)=O)cc1 (centres undefined),-10,-4,4,-10,0.4,0.9,-0.3,-4,2.5,0.9
Nc1nccc(-c2cccs2)n1,-21,1,-8,6,0.6,1,1.7,0,-2.4,1
CCCCC(=O)NC1(C(F)(F)F)NC(=O)N(Cc2ccccc2)C1=O (centres undefined),-5,-1,-3,7,-0.1,1.1,-0.7,8,-0.3,1.1
N/C(=N\OC(=O)CCCOc1ccccc1)c1ccccc1,-9,2,42,11,-0.4,0.9,-0.6,-2,0.3,1
CC(=O)N1CCC(=NNC(=O)CSc2cc(C)c(Br)cc2C)CC1,7,-5,-4,-8,-0.4,0.9,2.3,0,0.6,0.9
O=C(C1=C[C@@H](c2ccc(C(F)(F)F)cc2)C[C@@H](OCCCCO)O1)N1CCN(Cc2ccccc2)CC1,-1,-12,-4,-9,0.0,1,1.1,-9,-1.5,1
CC1CCN(CCOCCOc2ccccc2Br)CC1,-3,2,82*,-14,-0.1,1.1,2.0,-3,1.6,1.1
Cc1c(C(=O)Nc2ccccc2)csc1-c1ccccc1,5,2,-9,-10,-0.1,1.1,4.0,-3,0.8,1.1
O=C1CC(c2ccccc2)CC2=C1C=Nc1ccccc1N2 (centres undefined),3,1,22,-12,-0.1,1,0.9,-3,0.5,1
CC(NC(=S)N1CCOCC1)c1ccccc1 (centres undefined),-3,-7,49,-8,-0.4,1.1,2.2,-2,0.1,1
Cc1cccc(NC(=S)N(CCCN2CCOCC2)Cc2cn(C)c3ccccc23)c1,-8,-3,90*,-16,-0.3,0.8,3.2,-4,0.3,0.9
CC1CC(c2ccccc2)n2nc(NC(=O)CCc3ccccc3)nc2N1 (centres undefined),13,-3,-5,-5,0.1,1,-0.5,-2,0.7,1
Cn1cnnc1SCCn1c(N2CCCCC2)nc2c1c(=O)[nH]c(=O)n2C,-15,-3,-2,-6,-0.2,0.9,1.4,-2,0.1,1.1
O=[N+]([O-])c1ccc(COc2ccc(CNc3ccccc3)cc2)cc1,-7,-6,-5,-7,-0.1,0.9,2.5,6,0.5,0.9
CCS(=O)(=O)Nc1cccc(C2=NN(S(=O)(=O)c3ccc(C)cc3)C(c3ccco3)C2)c1 (centres undefined),-20,-8,33,11,-0.1,1.1,5.3,2,-1.1,0.8
O=C(c1cnn2c(C(F)F)cc(C3CC3)nc12)N1CCc2ccccc2C1,14,-4,21,3,-0.1,0.9,0.0,-4,3.2,1.1
O=C(c1nc2ccc(Cl)cn2c1CNCC[C@@H]1C[C@@H]2C=C[C@H]1C2)N1CCCCCCC1,-8,-13,70*,-6,0.1,0.9,2.2,-3,-1.1,0.9
O=C(c1cccnc1)N1CCN(S(=O)(=O)c2ccc3ccccc3c2)CC1,x,-1,-7,-14,-0.4,0.9,0.0,-6,0.3,1
NC(=O)CN(c1ccc([N+](=O)[O-])cc1)S(=O)(=O)c1ccccc1,2,1,-3,-6,-0.1,x,2.8,-2,0.3,x
O=C(C(Cc1ccccc1)n1cccc1)N1CCCCCC1 (centres undefined),-32,-4,3,-8,0.1,0.9,-0.1,0,-0.2,0.9
O=C(C1CCCN(S(=O)(=O)c2ccc(Cl)cc2)C1)N(Cc1cccs1)C1CC1 (centres undefined),11,-4,4,-9,-0.2,0.9,0.6,-5,-0.1,0.9
COc1ccc(C2CC(Cn3cc(C#N)c(=O)n(C)c3=O)ON2C)cc1 (centres undefined),1,-1,-1,-4,-0.3,1,0.4,1,-0.4,1
Nc1c(C(O)(C(F)(F)F)C(F)(F)F)ccc2ccccc12,0,1,100*,-3,-0.1,1,0.3,-1,-0.6,0.7
O=C(NCC1COc2ccccc2O1)c1ccc(Cl)cc1 (centres undefined),-15,0,0,-15,0.1,0.9,-1.8,-7,1.3,1
O=C(Nc1ccccc1)N1CCN(c2nc3ccccc3s2)CC1,-23,-2,9,-7,-0.2,0.9,-1.2,-6,2.4,1
Cc1ccccc1NCC(=O)N/N=C\C=C\c1cccc([N+](=O)[O-])c1,-3,3,-5,-14,-0.1,0.8,-0.5,2,-0.3,0.8
N#CC1=C(C=Nc2ccccc2O)CCC1,x,-2,-2,0,-0.6,0.8,1.6,-1,1.4,0.9
CC1=NNC(=O)C1C(c1ccccc1)C(C#N)C#N (centres undefined),x,1,23,-5,-0.1,0.9,3.6,-3,0.7,0.9
CC(C)(C)NC(=O)c1cc(-c2ccccc2)n[nH]1,8,5,-5,92*,0.1,0.3,-0.1,0,2.5,1.1
N#Cc1nc(N2CCCC2)nc(N2CCCC2)n1,28,-6,13,0,-0.5,1,0.9,-1,-5.5,1
CCOC(=O)CSc1nc2ccccc2n1CC(=O)N1CCN(c2ccccc2)CC1,x,0,-7,-5,0.0,0.9,0.5,1,1.6,1
COc1ccc(/C=C2\SC(=S)N(CC(=O)OCC(=O)Nc3ccc(C)cc3Cl)C2=O)cc1,-14,4,-10,-1,-0.4,0.8,13*,-1,0.7,0.8
COc1ccc(Cc2nnc(N)s2)cc1,x,-5,-3,-1,-0.3,1.1,-0.5,-3,1.3,1.1
Cc1n[nH]c(C)c1CCNCc1ccc(OCC(O)CN2CCCCC2)cc1 (centres undefined),-2,-7,-7,0,-0.3,0.9,-0.9,3,-0.7,0.9
Cc1ccc(SCc2[nH]nc3c2C(c2ccc(C)o2)C(C#N)=C(N)O3)cc1 (centres undefined),x,-1,86*,-8,-0.2,0.7,1.6,3,-0.1,0.6
O=C(NCC1CCCO1)c1ccc2c(=O)n(-c3ccccc3)c(=S)[nH]c2c1 (centres undefined),-8,-1,-1,11,0.0,1.1,0.2,-6,0.1,1
CCCn1c(=O)c2c(c3ccccc31)OC(C)C(=O)N2 (centres undefined),15,3,2,14,0.6,1,0.8,6,0.7,1.1
Cc1ccc(C(=O)NC(=S)NCc2cccnc2)cc1,-12,-2,3,-3,0.6,1.1,5.4,4,-1.9,1
FC(F)Sc1ccc(-n2cc(-c3ccc(Cl)cc3)[n+]3c2CCC3)cc1,-11,-2,31,-5,-0.1,0.8,1.0,3,-0.1,1
Cc1ccc(C(=O)N2Cc3ccccc3CC2C(=O)O)cc1 (centres undefined),-6,-3,-6,-11,-0.3,1,1.9,-2,-2.3,0.9
Cc1cc(C)nc(-n2nc(C)cc2Nc2ccccc2)n1,12,-4,52*,-4,-0.3,1,0.5,-4,-3.0,1
Cc1ccc(S(=O)(=O)CCC(=O)Nc2nccs2)cc1,x,3,-2,-8,0.0,0.9,0.2,-2,0.1,1
CCOc1ccc(N2C(=O)CC(Sc3n[nH]c(-c4ccccc4)n3)C2=O)cc1 (centres undefined),1,-3,-2,23,0.3,0.8,1.0,-5,0.2,1.3

# (continued)
SMILES,S1P3 antag,Efa HMGR inh,Lmaj promast,TNAP inh noacc,Hsp70 activator,PMI activator,RAM inhibit,TNAP inh hiacc,Redox H2O2 prof,PMI act hi M6P
Cc1ccc(C(=O)NNC(=O)OC(C)(C)C)c(Cl)c1,x,3,-6,-9,-0.2,0.9,0.0,-1,0.1,0.9
CCn1cc(/C=N/NC(=O)COc2cccc3cccnc23)c2ccccc21,8,-1,60*,4,-0.4,1.1,-0.9,-3,0.0,1.1
CC(=O)c1ccccc1OC(=O)CCN1C(=O)c2ccccc2C1=O,-14,13*,-6,13,0.1,1.1,0.2,4,0.5,1
O=C(N/N=C1/CCCc2ccccc21)C(c1ccccc1)c1ccccc1,x,0,11,-13,-0.3,1,3.2,-6,-1.8,1
CCc1ccc(N2C(=O)CN(CC(=O)OC)C2=S)cc1,-13,0,8,2,0.3,x,1.5,1,-0.2,x
COc1ccc(NC(=O)CNC(=O)Cn2c(C)cc3ccccc3c2=O)c(OC)c1,7,1,-1,-15,-0.3,1.1,1.8,-4,-1.0,1
Cc1ccc(COc2ccccc2C(=S)N2CCCC2)cc1,2,-4,76*,-8,0.0,0.9,2.9,-2,0.2,0.9
COC(=O)C(O)(CC(=O)Nc1ccc(OC(F)(F)F)cc1)C(F)(F)F (centres undefined),2,-2,-3,-11,0.2,1,-0.7,-6,0.1,1
O=C(c1ccc2c3c(cccc13)C(=O)N(O)C2=O)N1CCCCC1,x,1,-7,-11,0.4,0.8,3.7,-2,-0.7,0.9
O=C(c1ccccc1)c1nc[nH]c1C(=O)Nc1ccccc1,5,0,-1,-22,0.3,1,0.0,-7,1.4,0.9
COc1ccc(/C=C/C(=O)N2CCCC2)cc1OC,4,-1,-2,-8,-0.2,1.2,1.6,0,-0.3,1.1
